PMI inhibition = MPI inhibition at elevated mannose 6-phosphate – biochemical, fluorescence intensity, high mannose 6-phosphate, primary screen (AID 1220) | one-dose inhibition, % at 20 µM; IC50 in µM for titrated hits | recombinant PMI enzyme, coupled fluorescence intensity; higher % means a stronger effect | 0.66% of 190,000 active
UTI89 phage lysis = protection from phage-mediated lysis, alamar blue read-out – E. coli UTI89, K1F phage, bacterial capsule biogenesis inhibitors (AID 488966); E. coli UTI89 K1F phage lysis, alamar blue, 2 h; higher % means a stronger effect; inhibition, % at 100 µM, or IC50 in µM where a hit was titrated; 0.02% of 340,000 active;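 active = phage lysis inhibition, versus mean bacterial control, above a set limit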;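 note: capsule biogenesis inhibitors block K1F phage lysis so surviving cells raise fluorescence; higher fluorescence means more inhibition of phage lysis; actives were called in the ten point dose series up to 300 µM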
TNAP activation fold = stimulation of alkaline phosphatase TNAP activity – biochemical, luminescent, no phosphate acceptor, uHTS, primary screen (AID 1001). 0.03% of 200,000 active. activation fold at 20 µM; hits with a dose series show EC50 in µM. purified TNAP, luminescent activation assay, no phosphate acceptor; higher activation fold means a stronger effect; in the data active = activation fold from about 3, or a potency from the dose series; inactive = the rest, 99 in 100 with activation fold below about 1.6; note: many of its hits are not listed in these tables
WT yeast gro inh = growth inhibition of WT yeast, mitochondrial fusion screen; mitochondrial fusion phenotypic screen, WT strain; inhibition, % at 10 µM; 2.1% of 190,000 active; in the data active = inhibition above about 58%; tested in S. cerevisiae
P. falciparum M1AAP = P. falciparum M1AAP inhibitors, biochemical, fluorogenic H-Leu-NHMec substrate, 1536-well (AID 1445) | recombinant M1AAP, H-Leu-NHMec fluorogenic kinetic assay; higher % means a stronger effect | inhibition, % at 30 µM, or IC50 in µM where a hit was titrated | 0.42% of 220,000 active;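 active = primary inhibition above the hit cutoff, then over 50% inhibition at one or more dose response concentrations, cut at about 23% in these data, passing the limit was not always enough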;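 note: plate controls were DMSO full reaction for no effect and no enzyme background for full effect; strong numbers were not always called active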
PMI inhibitors = MPI enzyme activity inhibition – biochemical, fluorescence intensity, coupled assay, primary screen (AID 1209). 0.42% of 190,000 active. inhibition, % at 20 µM, or IC50 in µM where a hit was titrated. purified PMI enzyme, coupled fluorescence intensity; higher % means a stronger effect;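 note: plate controls were DMSO vehicle for no effect and wells lacking substrate for full effect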
ER stress rescue = rescue of cells from ER stress-induced death, primary screen, 384-well, CSM14.1, thapsigargin, ATP luminescence (AID 1222); 190,000 tested, under 10 active; cellular ATP content (survival), % at 20 µM, or EC50 in µM where a hit was titrated; CSM14.1 thapsigargin-induced death rescue, ATP luminescence; higher % means a stronger effect;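 active = EC50 below 50 µM in the dose-response confirmation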;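 note: death triggered by thapsigargin at about 15 µM added after 2 h compound pretreatment; cell ATP read after overnight thapsigargin exposure of roughly 18 to 22 hours; normalized against plate controls of thapsigargin alone and 5% DMSO vehicle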
Myeloid diff 2 = promotes myeloid progenitor differentiation; 1% of 360,000 active; AID 624256; calls only at 10 µM; ER-HoxA9 myeloid progenitors, lysozyme-GFP differentiation, flow cytometry;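 active = normalized GFP-positive differentiation at or above the plate's own cutoff, the solvent-only control mean plus 3 SD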;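 note: cells exposed to compound for four days before flow analysis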
Lipid droplet = hepatic lipid droplet formation modulation; 0.4% of 240,000 active; AID 1656; inhibition, % at 6.5 µM; AML12 mouse hepatocytes, oleate lipid droplets, BODIPY imaging;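 active = lipid droplet intensity inhibited by at least 50%, with more than 500 cells counted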
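System: AML12 hepatocytes (mouse). Probe or stimulus: oleic acid at 100 µM to induce lipid droplet formation. Times: overnight treatment with compound plus oleate. Detection: Image-based BODIPY and DAPI two-channel analysis. Evaluation: percent inhibition of filter-corrected integrated lipid droplet intensity per well.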
WT yeast gro inh mutant strain = also measured in WT yeast gro inh; calls as there; inhibition, %; mitochondrial fusion phenotypic screen, mutant strain inhibition
Lipid droplet cells 6.5 µM = recorded beside Lipid droplet, whose call it bears; cell count; measured here: cell count, cytotoxicity flag;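 cells counted across two imaged fields per well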
Myeloid diff 2 GFP+ MAC1+ % = recorded beside Myeloid diff 2, whose call it bears; GFP+ MAC1+ double positive, %; measured here: differentiation confirmed by MAC1 staining
* marks the source's active call; other numbers are inactive results; i = inactive; x = not tested or not shown; + = active, no number; [ ] = another dose, or the depositor's remark. Cut-off read from the data, not from the text of the source, unless noted: active = inhibition above about 50%; inactive = the rest.

SMILES | PMI inhibition | UTI89 phage lysis | TNAP activation fold | WT yeast gro inh | WT yeast gro inh mutant strain | P. falciparum M1AAP | PMI inhibitors | ER stress rescue | Myeloid diff 2 | Myeloid diff 2 GFP+ MAC1+ % | Lipid droplet | Lipid droplet cells 6.5 µM
CC(O)CNc1ccc([N+](=O)[O-])c2cccnc12 (configuration not stated) | 52%* | 1.0%[50 µM] | 0.8 | -2 | 7 | 11% | 11% | -2.7% | i | 0.3 | 2 | 560
CNC(=O)Oc1cccc2ccccc12 | x | 0.2% | x | x | x | -2% | x | x | i | 0.3 | -22 | 670
O=c1cccc2n1C[C@H]1C[C@@H]2CN2CCCC[C@@H]12 | x | 0.3% | x | x | x | 1% | x | x | i | 0.3 | -1 | 668
CCCCn1c(O)c(/C(CC)=N/N2CCCCC2c2cccnc2)c(=O)[nH]c1=S (configuration not stated) | 15% | 0.5% | 1.1 | 59* | 17* | 4% | 5% | -1.4% | i | 0.5 | -30 | 619
CCC1CCCCN1P(=O)(c1ccc(C)o1)C(C)(C)C (configuration not stated) | 2% | 1.0%[50 µM] | 1.1 | -8 | -9 | -10% | 1% | -0.6% | i | 7.1 | x | x
CCOC(=O)C1(CCc2ccccc2)CCN(Cc2cccc3c2OCO3)CC1 | 6% | -1.3% | 1 | 39 | 29 | 12% | 15% | -1.4% | i | 1.0 | -2 | 672
CC(=O)c1ccc2c(c1)C1C(Cl)C(Sc3ccccc3[N+](=O)[O-])CC1C(c1ccccc1[N+](=O)[O-])N2 (configuration not stated) | 63%* | 2.7% | 1 | 5 | -18 | 2% | 41% | 2.2% | i | 0.9 | -18 | 722
O=C1NC(=O)C(=Cc2ccc(Oc3ccc([N+](=O)[O-])cc3)cc2)C(=O)N1 | -10% | 0.1% | 1 | -30 | -7 | 8% | -7% | -0.2% | i | 0.4 | 1 | 739
Cc1ccc(CNC2=NCCS2)cc1 | x | 0.2% | x | x | x | -8% | x | x | i | 0.4 | 1 | 709
CCC1(c2ccccc2)C(=O)N(COC)C(=O)N(COC)C1=O | -3% | 1.4% | 1.1 | 14 | 0 | 2% | -4% | -0.1% | i | 1.5 | x | x
O=C1NC(=O)N(c2ccc(Cl)cc2)C(=O)/C1=C/c1coc2ccc(O)cc2c1=O | x | 1.0% | x | x | x | 12% | x | x | + | 1.1* | 5 | 719
Cc1nnc2ccc(N3CCN(C)CC3)nn12 | 2% | 0.6% | 1 | -9 | -2 | 2% | 2% | 0.6% | i | 0.5 | x | x
COc1ccc(C(=O)OC2CC[C@@]3(C)C4CCC5[C@]6(O)CC(O)[C@@]7(O)C(CN8CC(C)CCC8[C@@]7(C)O)[C@]6(O)C[C@@]53O[C@]24O)cc1OC (some centres not stated) | x | 0.3% | x | x | x | 0% | x | x | i | 0.7 | 1 | 825
O=C(NC1CN2CCC1CC2)c1ccc(-c2ccc([N+](=O)[O-])cc2)o1 (configuration not stated) | 36% | 5.0% | 1 | -3 | -14 | 5% | 33% | 0.0% | i | 0.5 | 8 | 692
O=c1[nH]c(=S)n(-c2ccccc2)c(O)c1/C=N/N1CCOCC1 | 3% | -0.1% | 1.1 | -13 | -28 | 16% | 7% | -1.8% | i | 0.4 | 17 | 624
Clc1ccc2c(c1)C(c1ccccc1Cl)=NCc1nnc(N3CCN(CCOc4ccccc4)CC3)n1-2 | 2% | -3.2% | 1 | 60* | -19* | 3% | 1% | 1.3% | i | 0.9 | -60 | 723
CCCCn1c(N)c(C(=O)NCc2cccs2)c2nc3ccccc3nc21 | x | 0.1% | 1.2 | 19 | 12 | 7% | 60%* | -0.8% | i | 1.7 | x | x
O=c1c2ccccc2nc(Cc2ccccc2)n1-c1cccc(O)c1 | -6% | 0.0% | 1.1 | -3 | -4 | 3% | 2% | 0.3% | i | 0.7 | 2 | 594
CC(C)CCNC(=O)c1cc(C(=O)c2cc(Br)ccc2O)cn(CCC(C)C)c1=O | -3% | -0.5% | 1 | -8 | 14 | 6% | -8% | -1.6% | i | 0.4 | -44 | 729
CC(C)N1CCN(Cc2ccccc2C(F)(F)F)CC1CCO (configuration not stated) | x | 2.5% | 1 | 20 | 6 | -7% | x | 0.0% | i | 0.2 | -9 | 673
CCOC(=O)c1nsnc1NCCCl | 10% | 0.0% | 1.1 | -5 | 11 | 4% | 10% | -0.6% | i | 0.4 | -6 | 714
Nc1ccnn1C1CCNCC1 | 14% | 0.4% | 1.1 | 2 | -10 | -3% | 16% | -1.2% | i | 0.5 | 18 | 691
COCCCN=Cc1c(O)[nH]c(=S)[nH]c1=O | -9% | 5.3% | 1.1 | -7 | 5 | 6% | -6% | -1.5% | i | 1.0 | 10 | 705
C=CCc1cc(C=C2C(=O)N(C)C(=O)N(C)C2=O)cc(OCC)c1OCc1ccccc1 | 3% | -1.2% | 1 | 15 | 14 | 10% | 2% | -2.3% | i | 0.3 | -26 | 690
O=[N+]([O-])c1ccc(N2CCCC2)cc1N/N=C1\CN2CCC1CC2 | 3% | 2.7% | 0.8 | 13 | -7 | 12% | 2% | -1.6% | i | 0.3 | 2 | 701
CCCCC(=O)N/N=C/c1c(O)n(-c2ccccc2)c(=O)[nH]c1=O | x | 0.1% | x | x | x | 21% | x | x | i | 0.6 | -19 | 713
O=C1NC(=O)N(c2ccc(Cl)cc2)C(=O)/C1=C\c1ccc(Sc2nc3ccccc3[nH]2)o1 | -61% | -0.1% | 0.9 | -5 | -3 | 23% | -22% | -0.4% | i | 0.6 | 5 | 627
CN(C)C(=O)Oc1ccc(OCc2nc3ccccc3[nH]2)cc1 | -8% | 3.2%[50 µM] | 1.1 | 58 | 61 | 2% | -6% | -3.6% | i | 0.4 | -25 | 665
CC1(C)COC(Nc2ccc(Cl)cc2)=N1 | -9% | -0.1% | 1.1 | 3 | 0 | 6% | -12% | -1.8% | i | 0.9 | x | x
Cc1cccc(CN2CCN(CC(=O)N3CCC4(CC3)OCCO4)C2=O)c1 | -4% | 2.0% | 1.2 | -8 | -1 | 1% | -10% | 2.3% | i | 0.5 | 11 | 791
O=C(O)c1cc2ccccc2oc1=O | 6% | -0.8% | 1.1 | 8 | -1 | 3% | 7% | -5.0% | i | 1.0 | -7 | 650
Cc1nc2cc([N+](=O)[O-])ccc2c(=O)n1-c1ccccc1[N+](=O)[O-] | 4% | 0.1% | 1 | 11 | 11 | -4% | 8% | -0.9% | i | 0.2 | -5 | 741
COCCCn1c(N)c(C(=O)OCCOC)c2nc3ccccc3nc21 | 11% | 0.3% | 1.1 | -35 | -39 | 28%* | 17% | -0.7% | i | 0.4 | 12 | 767
CSc1ncc(CN2CCCC(C(=O)c3sccc3C)C2)cn1 (configuration not stated) | -2% | 0.1% | 1.1 | 6 | -4 | 0% | 11% | 3.1% | i | 0.2 | 0 | 772
CN1CCN(c2ccc([N+](=O)[O-])c(Sc3nncn3C)c2)CC1 | 3% | 0.1% | 1 | 12 | 6 | 6% | -12% | -1.6% | i | 0.7 | 19 | 687
CCN(CC)C(=O)c1ccc(NC(=O)CCCSc2ccccc2)cc1 | 7% | 1.1% | 1 | 9 | -18 | 1% | 10% | -1.1% | i | 0.2 | -24 | 672
COc1ccc(O)c(C(C)(C)C)c1 | 34% | 1.9% | 1 | -3 | 9 | 6% | -1% | -0.6% | i | 1.3 | 2 | 673
CCOC(=O)CC1=C(C(=O)OCC)C2(C(=O)Nc3ccccc32)C(C#N)=C(N)O1 (configuration not stated) | 12% | 0.0% | 1.1 | -3 | 7 | 4% | 11% | -0.1% | i | 0.4 | 6 | 751
COc1ccc2cc(C(=O)C3CCCN(C4CCOCC4)C3)ccc2c1 (configuration not stated) | 2% | 0.0% | 1.1 | 5 | 26 | 13% | 5% | -1.4% | i | 0.2 | 21 | 737
CCSP1(=S)N=C(N2CCOCC2)C(C#N)=C2CCCN21 (configuration not stated) | -4% | 1.7% | 1.1 | 12 | -4 | -2% | -1% | 0.1% | i | 0.5 | x | x
Cc1nc2ccc(Cl)cc2c(-c2ccccc2)c1C(=O)O | -8% | 0.0% | 1.1 | -10 | 1 | -1% | -10% | -0.2% | i | 0.2 | -1 | 672
CCOC(=O)C1CCN(/C=C2/C(=O)NC(=O)N(c3cccc(C)c3C)C2=O)CC1 | 13% | 0.5% | 1 | -16 | -13 | -2% | 0% | -2.0% | i | 0.6 | 5 | 676
O=c1[nH]c(=S)n(Cc2ccc(F)cc2)c(O)c1C=NCc1ccc2c(c1)OCO2 | x | 0.8% | x | x | x | 8% | x | x | i | 0.5 | 6 | 797
Cc1cc(OCc2nn[nH]n2)c2c3c(c(=O)oc2c1)CCC3 | -3% | 1.4% | 1.2 | -2 | -18 | 23% | -1% | -1.1% | i | 0.7 | x | x
Cc1ccc(OCC(=O)N2CCN(C3CCC(c4ccccc4)CC3)CC2)cc1 (configuration not stated) | 7% | 0.9% | 1 | -26 | 23 | 3% | 8% | 5.1% | i | 0.6 | 6 | 636

Screening results: PubChem BioAssay, several laboratories

Not all compounds are listed; the hit share may differ from the screen's.
